High-throughput results from PubChem BioAssay.
proCasp3 act: procaspase-3 (human) activation | 330,000 tested, 0.11% active | activation, % at 8.5 µM | AID 463141 | recombinant procaspase-3 D3A, Ac-DEVD-pNA absorbance 405 nm;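 active = activation above the mean of all tested compounds plus 3 SD, cut at about 21% in these data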;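 note: 0% = DMSO alone and 100% = DMSO wells spiked with extra 5 µM PC-3 D3A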
Target sequence (P42574 whole entry D9A/D28A/D175A): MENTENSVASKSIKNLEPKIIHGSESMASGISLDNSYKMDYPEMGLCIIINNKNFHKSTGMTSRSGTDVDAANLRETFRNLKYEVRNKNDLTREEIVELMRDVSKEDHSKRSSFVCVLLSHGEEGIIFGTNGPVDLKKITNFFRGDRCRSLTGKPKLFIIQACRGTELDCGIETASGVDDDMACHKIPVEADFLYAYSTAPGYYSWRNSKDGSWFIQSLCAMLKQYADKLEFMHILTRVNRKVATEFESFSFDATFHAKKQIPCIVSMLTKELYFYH
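assay system = Procaspase-3 D3A mutant | signal = absorbance at 405 nm, 0 and 120 min | times = 1 h preincubation plus 2 h reaction at 25 °C | repeats = single replicate | read-out = % activation between DMSO and enzyme-spiked controls | medium = Zinc-free HEPES saline buffer with Triton X-100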
Efflux pump inh: inhibitors of Candida antifungal efflux pumps expressed in yeast | inhibition, % at 10 µM | AID 485275 | S. cerevisiae Candida pump triplex, Nile Red efflux | 330,000 tested, 0.44% active;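 active = plate passing quality check with inhibition over a set limit, or well fluorescence over plate mean plus 4 SD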;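 note: Nile Red retained in pooled yeast measured as flow cytometry median fluorescence; 0% = buffer negative control and 100% = Enniatin B positive control; higher means more Nile Red kept so more efflux inhibition; some compounds called inactive have numbers as strong as hits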
proCasp7 act: counter-screen: procaspase-7 (human) activation; P55210; recombinant procaspase-7, Ac-DEVD-pNA absorbance 405 nm; D23A/D198A/D206A triple mutant, cannot self-cleave; scale: DMSO 0, 5 µM enzyme 100; activation, % at 8.5 µM; 330,000 tested, 0.093% active; AID 463210;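 active = percent activation above the screen-wide mean plus 3 SD, cut at about 25% in these data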
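Assay system – Uncleavable procaspase-7 mutant enzyme · Quantity – 2 µM procaspase-7 mutant as dispensed · Times – 1 h preincubation, 2 h reaction · Dosing – single nominal 8.5 µM compound dose, 0.8% DMSO final · Buffer or medium – Zinc-free 50 mM HEPES buffer, pH 7.4, with NaCl and Triton X-100 · Detection – Epi-absorbance of released pNA at 405 nm, two timepoints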
GASC-1 inh: human JMJD2C demethylase inhibition. Q9H3R0. GST-JMJD2C(1-420) H3K9me3 demethylation, DELFIA europium. inhibition, % at 2.35 µM. 330,000 tested, 0.069% active. AID 2099;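 active = more than half of a compound's replicate wells show inhibition beyond 50%, single wells judged on their own value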;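 note: signal counts dimethyl H3K9 product captured on neutravidin plate; 0% = median of DMSO wells and 100% = 0.3 times that DMSO median; strong numbers were not always called active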
Target sequence (Q9H3R0 1-420 limits assumed): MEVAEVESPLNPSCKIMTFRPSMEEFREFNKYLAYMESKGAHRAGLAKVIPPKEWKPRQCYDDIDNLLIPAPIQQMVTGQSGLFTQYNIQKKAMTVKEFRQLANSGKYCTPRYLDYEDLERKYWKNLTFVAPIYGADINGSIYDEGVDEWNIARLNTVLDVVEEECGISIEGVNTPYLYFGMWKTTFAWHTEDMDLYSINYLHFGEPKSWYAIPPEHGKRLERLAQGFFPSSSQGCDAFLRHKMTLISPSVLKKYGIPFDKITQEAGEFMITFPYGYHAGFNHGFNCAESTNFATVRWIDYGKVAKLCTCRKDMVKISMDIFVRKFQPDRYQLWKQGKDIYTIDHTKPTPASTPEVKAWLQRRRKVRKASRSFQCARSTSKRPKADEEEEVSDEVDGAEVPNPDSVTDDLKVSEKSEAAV
CTSL1 counter: counter-screen for PFM18AAP inhibitors: inhibitors of F. hepatica cathepsin L1; 300,000 tested, 0.49% active; inhibition, % at 5.96 µM; AID 1906; recombinant F. hepatica cathepsin L1, Z-Leu-Arg-MCA fluorescence;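 active = inhibition above the mean of all tested compounds plus 3 SD, set per screening campaign, cut at about 17% in these data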;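 note: 0% = plate median of test compound wells and 100% = 1 µM Z-Phe-Ala-diazomethylketone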
TPT1 inhibitor: C. albicans TPT1 enzyme inhibition; recombinant caTPT1, FP RNA substrate dephosphorylation; inhibition, % at 5 µM; 300,000 tested, 0.81% active;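 active = inhibition above the mean of all tested compounds plus 3 SD, set per screening campaign, cut at about 24% in these data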;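 note: plate controls were DMSO alone for no effect and ferristatin control at 100 nM for full effect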
core dimer inh: HCV core protein dimerization inhibition; TR-FRET GST/Flag-core106 dimerization, 1536-well; 300,000 tested, 0.33% active; inhibition, % at 5 µM;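 active = inhibition above the mean of all tested compounds plus 3 SD, set per screening campaign, cut at about 45% in these data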
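Assay system: tagged HCV core106 pair (GST and Flag); medium: KF-containing HEPES buffer, pH 7.45, DTT, CHAPS, BSA; also added: Eu donor and XL665 acceptor anti-tag antibodies; dosing: 5 µM single dose; timing: compound-protein-antibody incubation 4 h at 22.5 °C; signal: TR-FRET 671 and 617 nm emission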
PP1 inh: blocks human PP1-alpha phosphatase, a PP5 counter-screen | P62136 | purified PP1alpha, OMFP fluorescence | inhibition, % at 6.7 µM | 320,000 tested, 0.9% active;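 active = inhibition above the mean inhibition of all tested compounds plus 3 SD, computed separately for each screening campaign, cut at about 15% in these data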
Target sequence (P62136 whole entry, looked up): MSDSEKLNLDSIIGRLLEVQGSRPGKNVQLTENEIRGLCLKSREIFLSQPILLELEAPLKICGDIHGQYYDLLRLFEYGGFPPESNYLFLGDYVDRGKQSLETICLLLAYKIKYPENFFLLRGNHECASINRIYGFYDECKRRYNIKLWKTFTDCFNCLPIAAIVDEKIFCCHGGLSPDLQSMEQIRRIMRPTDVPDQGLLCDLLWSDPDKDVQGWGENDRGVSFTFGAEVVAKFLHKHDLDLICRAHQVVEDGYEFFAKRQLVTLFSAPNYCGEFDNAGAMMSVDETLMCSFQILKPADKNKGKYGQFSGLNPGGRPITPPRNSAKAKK
PP5 inh: blocks human protein phosphatase 5 activity | P53041 | purified PP5c, OMFP substrate fluorescence | inhibition, % at 6.7 µM | 320,000 tested, 0.18% active | AID 1987;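 active = inhibition above the campaign's mean inhibition across all tested compounds plus 3 SD, cut at about 9.5% in these data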;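 note: 0% = DMSO only and 100% = 100 µM cantharidin control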
An asterisk follows results filed as active; · = no result given.

SMILES | proCasp3 act | Efflux pump inh | proCasp7 act | GASC-1 inh | CTSL1 counter | TPT1 inhibitor | core dimer inh | PP1 inh | PP5 inh
O=c1c2ccccc2[nH]c(=S)n1CCN1CCCCC1 | 0 | 2.2 | -5 | 13 | -5 | -2 | 4 | -6 | 2.1
COc1ccccc1CNS(=O)(=O)c1c(C)noc1C | 2 | 0.0 | -7 | -10 | -1 | 5 | -7 | -7 | 3.4
COc1ccc(-c2nc(CS(=O)CC(=O)NCCc3ccc(C)cc3)c(C)o2)cc1OC (configuration not stated) | -5 | -0.7 | -3 | 3 | -8 | 1 | -9 | 0 | -0.9
COc1ccc(C(=O)Cn2c(C)nc([N+](=O)[O-])c2Br)cc1 | -2 | 0.2 | -4 | -7 | -1 | -1 | 2 | -5 | -1.1
CC(=O)Nc1sc(/C(C#N)=C\c2cccc(Cl)c2)nc1-c1ccc(C)cc1 | -10 | -0.2 | -11 | -9 | 7 | 36* | -4 | 1 | -2.6
CC1(C)CC(=O)C2=C(C1)OC(N)=C(C#N)C2c1cccc(OC(=O)c2ccco2)c1 (configuration not stated) | -3 | 0.0 | 0 | -6 | -27 | -2 | 0 | -3 | 1.9
S=C(Nc1ccc2c(c1)OCO2)Nc1ccccc1Cl | -29 | -0.1 | -33 | -5 | -1 | -2 | 2 | 1 | 0.5
CCCCn1c(N)c(N(CC(C)C)C(=O)C2CCN(c3ncnc4sc(C)c(C)c34)CC2)c(=O)[nH]c1=O | 2 | 0.0 | -2 | -10 | 5 | 1 | 3 | -2 | -1.6
COc1ccc(C(=O)NCc2nnc(SCC(=O)NO)n2Cc2ccccc2)cc1 | -2 | 0.2 | -6 | 0 | -12 | -1 | 5 | -1 | -1.8
Cc1ccccc1CC1(CO)CCCN(C(=O)c2cc(Cl)ccc2F)C1 (configuration not stated) | 0 | 0.1 | 0 | -7 | 2 | 1 | 1 | -3 | 4.3
CC1(C)CC(=O)C2=C(C1)OC(N)=C(C#N)[C@@H]2c1ccccc1[N+](=O)[O-] | 15 | 0.1 | 25 | -23 | -2 | -52 | -6 | -4 | 1.6
CCOC(=O)c1csc(NC(=O)CSc2nnnn2-c2ccc(OC)c(OC)c2)n1 | -11 | 0.0 | -6 | 9 | 1 | -2 | 1 | -1 | -1.8
CCOc1ccc(NC(=O)COC(=O)CC2CCCCC2)cc1 | 10 | 0.0 | 0 | 5 | · | · | · | -1 | 1.5
Cc1nc(-c2ccc(Cl)cc2)sc1C1(C)CC(c2cccnc2)=NO1 (configuration not stated) | 2 | -0.1 | -9 | 2 | 1 | -2 | -17 | 2 | 2.3
Cc1cc(C)n2cc(CSc3ccc(Cl)cc3)nc2n1 | 1 | -0.2 | 0 | -7 | -2 | -1 | -2 | -2 | 1.8
COc1ccc(Cl)cc1Nc1cc(C)nc2nc(C)nn12 | 7 | 0.0 | 5 | 4 | 3 | -2 | -7 | -2 | 0.3
COC(=O)c1ccc(CN2CCC(n3nccc3NC(=O)C3CCCC3)CC2)cc1 | 4 | 0.4 | 0 | 14 | 5 | -3 | 1 | -5 | 2.6
CC(=O)c1cc(C#N)c(Oc2ccc(F)cc2)nc1C | -1 | 0.3 | -4 | 5 | 6 | -3 | 0 | -2 | -0.7
Fc1ccc(-c2cc(C(F)(F)F)nc(-n3cncn3)n2)cc1 | 12 | -0.1 | 3 | -9 | 0 | -1 | 1 | -1 | -0.1
CCOc1ccccc1NC(=O)NC1CCN(CC(=O)Nc2ccc3c(c2)OCCO3)CC1 | -7 | -0.1 | 8 | -5 | 6 | -5 | 4 | 0 | 0.2
COC(=O)c1ccc(COc2ccc(C(=O)c3ccccc3)cc2)o1 | 6 | -0.2 | 0 | 7 | -3 | 1 | 5 | -4 | 3.4
O=C(c1ccc2c(c1)OCO2)C1CCCN(Cc2ccc(OC(F)F)cc2)C1 (configuration not stated) | 5 | 0.0 | -3 | 4 | 1 | -4 | 2 | 0 | 3.1
Cc1ccc(C(=O)N2CCN(S(=O)(=O)c3ccccc3)CC2)s1 | 1 | 0.2 | -2 | 3 | 0 | 4 | 0 | -5 | 1.1
Cc1ccc(C)c(N)c1 | 8 | 0.2 | 8 | -11 | · | · | · | -6 | 2.6
Cc1ccc(S(=O)(=O)CCC(=O)OCC(=O)c2c(C)[nH]c3ccccc23)cc1 | -2 | 0.0 | -6 | -6 | -51 | -2 | -1 | -3 | 1.9
CC(=O)N1CCN(c2ccc(Oc3ncnc4sccc34)cc2)CC1 | 2 | 0.1 | 5 | 6 | -5 | 1 | -12 | -1 | 0.2
CC(C)(C)OC(=O)N1CCCC(C(=O)Nc2cccc(C(=O)N3CCCC3)c2)C1 (configuration not stated) | 3 | -0.5 | 12 | 4 | · | · | · | · | ·
Cn1c(=O)c2c(nc(CN3CCN(c4ccccc4)CC3)n2CCCc2ccccc2)n(C)c1=O | -3 | 0.2 | 1 | -2 | 5 | -1 | 6 | -3 | 0.3
COC(=O)c1ccccc1NC(=O)COc1ccc(S(=O)(=O)NC(C)C)cc1 | 2 | 0.0 | -1 | -4 | 4 | 0 | 6 | -2 | -0.3
CCN1C(=O)C2(C(C(=O)c3cc4ccccc4o3)=C(O)C(=O)N2CCCN(C)C)c2ccccc21 (configuration not stated) | -11 | 0.1 | 2 | -1 | 5 | 0 | 3 | -2 | -1.3
CN(CC(=O)Nc1c(Cl)cccc1Cl)C(=O)CC1OC(=O)c2ccccc21 (configuration not stated) | -1 | 0.0 | 6 | -5 | · | · | · | -5 | -1.0
COc1cccc(-n2cc(CNCc3c(C(=O)N(C)C)nc4ccc(Cl)cn34)cn2)c1 | 3 | -0.1 | 9 | -3 | 0 | -5 | -2 | 2 | -2.7
Cc1ccccc1NCC(=O)N/N=C/c1c[nH]c2ccccc12 | 8 | -0.1 | -2 | 4 | 1 | -2 | -3 | 4 | 7.8
NS(=O)(=O)c1ccc(CCNC(=O)COC(=O)C2CCC2)cc1 | -2 | 0.3 | 2 | -5 | -17 | -8 | -5 | 4 | -0.7
CCCCOc1ccc(/C=C(\C(=O)O)c2ccc(S(=O)(=O)N3CCCC3)s2)cc1 | 9 | 0.0 | -4 | 7 | · | · | · | · | ·
O=C(NCc1ccc2c(c1)OCO2)c1cc(F)c(F)cc1Cl | 0 | 0.2 | 6 | 2 | -1 | 0 | -1 | 3 | -0.3
COc1cc(C(C#N)N2CCOCC2)ccc1O (configuration not stated) | -3 | 0.2 | -4 | · | 2 | 1 | 0 | -3 | 1.1
COc1ccc(S(=O)(=O)NCCc2cn3nc(C)c(C)nc3n2)cc1C | 3 | -0.1 | 0 | 0 | 4 | -1 | -3 | 2 | 0.2
O=c1oc2ccccc2c(NCc2ccc(Cl)cc2)c1[N+](=O)[O-] | -9 | 0.2 | 0 | 5 | -7 | 2 | 2 | -1 | 1.8
CC12CN3CC(C)(CN(C1)C3c1ccc(Cl)cc1Cl)C2=O (configuration not stated) | 7 | 0.1 | -3 | 11 | 0 | 1 | -7 | -6 | 3.6

Four entries out of the list, ordered by molecular weight, low to high.
SMILES | proCasp3 act | Efflux pump inh | proCasp7 act | GASC-1 inh | CTSL1 counter | TPT1 inhibitor | core dimer inh | PP1 inh | PP5 inh
CC12CN3CC(C)(CN(C1)C3c1ccc(Cl)cc1Cl)C2=O (configuration not stated) | 7 | 0.1 | -3 | 11 | 0 | 1 | -7 | -6 | 3.6
O=C(NCc1ccc2c(c1)OCO2)c1cc(F)c(F)cc1Cl | 0 | 0.2 | 6 | 2 | -1 | 0 | -1 | 3 | -0.3
O=c1oc2ccccc2c(NCc2ccc(Cl)cc2)c1[N+](=O)[O-] | -9 | 0.2 | 0 | 5 | -7 | 2 | 2 | -1 | 1.8
COc1cccc(-n2cc(CNCc3c(C(=O)N(C)C)nc4ccc(Cl)cn34)cn2)c1 | 3 | -0.1 | 9 | -3 | 0 | -5 | -2 | 2 | -2.7

Additional results.
SMILES | proCasp3 act | Efflux pump inh | proCasp7 act | GASC-1 inh | CTSL1 counter | TPT1 inhibitor | core dimer inh | PP1 inh | PP5 inh
COc1ccc(OC)c(NC(=O)CCN2CCN(C/C=C/c3ccccc3)CC2)c1 | -8 | -0.2 | 2 | 1 | -3 | 1 | 9 | 1 | -0.4
Cc1cc(OCC(=O)OCC(=O)N(C)c2c(N)n(Cc3ccccc3)c(=O)[nH]c2=O)ccc1Cl | 4 | -0.1 | 5 | 1 | -11 | 3 | -3 | -3 | 0.6
COc1ccc(NC(=O)CN2CC(C)OC(C)C2)cc1Cl (configuration not stated) | -3 | 0.1 | 10 | 27 | 1 | 3 | 2 | -2 | -1.6
COc1ccc(CNC(=O)COC(=O)c2cccn2C)cc1 | 7 | 0.2 | 8 | -5 | · | · | · | · | ·
COc1ccc2sc(N(CCCN(C)C)C(=O)c3nc4ccccc4s3)nc2c1 | 1 | 0.0 | 6 | 1 | -3 | 1 | -6 | -2 | -0.8
Cc1ccc(S(=O)(=O)NC(=NC2CCCCC2)c2ccc(Cl)cc2)cc1 | 6 | -0.2 | 9 | 4 | -1 | 0 | 10 | -5 | -0.2
COc1ccc(NC2CC(=O)N(c3ccccc3)C2=O)cc1 (configuration not stated) | -4 | -0.2 | 1 | -1 | 0 | 0 | -5 | 1 | 1.4
COc1ccc(C(=O)C2CCCN(Cc3ccc4nonc4c3)C2)c(C)c1 (configuration not stated) | 1 | 0.1 | -6 | 11 | 1 | -3 | 3 | -6 | 1.1
COC(=O)c1ccc2[nH]c(CO)c(-c3ccccc3)c2c1 | 3 | 0.1 | -7 | -19 | 2 | -2 | -2 | -3 | 5.7
O=C(NCc1ccccc1)c1ccc2c(=O)n3c(nc2c1)CCCCC3 | 10 | 0.1 | 14 | -17 | 4 | 0 | -3 | 0 | 1.8
CS(=O)(=O)N(CC(=O)NC1CCCCC1)Cc1ccc(F)cc1 | -3 | -0.2 | -1 | -34 | 0 | -6 | -2 | 1 | 0.6
C=CCN1C(=O)CS/C1=N\S(=O)(=O)c1ccc(Cl)cc1 | -10 | 0.0 | -12 | 6 | 0 | 12 | 4 | 5 | 0.3
Cc1c(CN2CCCC(C(=O)c3cccc(OC(C)C)c3)C2)c(=O)n(-c2ccccc2)n1C (configuration not stated) | 0 | 0.3 | -4 | -2 | -1 | -4 | -3 | -2 | 2.1
NC(=O)c1cccn(Cc2ccc(C(F)(F)F)cc2)c1=O | 4 | 0.0 | 4 | -5 | 0 | 2 | -1 | -1 | 3.7
CCn1cc(C(=O)NCc2ccncc2)c(=O)c2cc(F)c(N3CCN(C(=O)c4ccco4)CC3)cc21 | 0 | 0.4 | 10 | -9 | 3 | 3 | -2 | -7 | 3.9
COC1CCCN(Cc2cn(C)nc2-c2ccc(Oc3ccccc3)cc2)C1 (configuration not stated) | 7 | 0.1 | 19 | -1 | 0 | 0 | -1 | -3 | 1.5
Cc1ccc2nsnc2c1NC(=O)c1cncc(Br)c1 | -5 | 0.0 | 5 | -2 | 0 | -2 | 7 | -1 | 1.3
